NOD2 RIPK2 PPI = NOD2-RIPK2 binding disruptors in cells, primary screen, fluorescence, CHO cells, BLA complementation; CCF4 ratio; inhibition, % at 4.98 µM; 360,000 tested, 0.38% active; in the data active = inhibition above about 21%;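 also: 0% = vehicle only and 100% = reference blocker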
TROY NFkB inh = inhibitors of TROY-driven NF-kB signaling, primary screen, Q293 LMP1-TROYcd cells, NF-kB luciferase, uHTS. 360,000 tested, 0.98% active. inhibition, % at 10 µM. AID 1347056, 2019. Q293 LMP1-TROYcd NF-kB luciferase reporter, 4 h;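 active = compounds whose plate-normalised and pattern-corrected inhibition of the luciferase reporter signal at the single screening dose is 50% or more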
TWEAK Fn14 block = inhibitors of TWEAK-Fn14 signaling, primary screen, luciferase reporter cells, uHTS; TWEAK-stimulated Fn14 reporter cells, luciferase luminescence, 8 h; 360,000 tested, 2% active; AID 1159606, 2016; inhibition, % at 10 µM; in the data active = inhibition above about 50%
NCOA1 inh = SRC1 coactivator transcriptional activity inhibitors, primary screen, cell-based, luminescence | HEK293 GAL4-SRC1 luciferase reporter | inhibition, % at 3.6 µM | AID 588354, 2011 | Nuclear receptor coactivator 1 (Homo sapiens), Q15788 | 360,000 tested, 0.12% active;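 active = inhibition above the campaign mean plus 3 SD, with each screening campaign given its own cutoff, cut at about 60% in these data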;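 also: 0% = DMSO treated cells and 100% = gossypol at 36 µM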
NR2F2 inh = NR2F2 transcriptional activity inhibitors, primary screen, cell-based, luciferase reporter, HEK293T, luminescence; 370,000 tested, 0.7% active; inhibition, % at 8.6 µM; HEK293T NGFI-A luciferase reporter; COUP transcription factor 2 (Homo sapiens), P24468;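 active = inhibition above a per-plate cutoff, mean inhibition of test wells between control levels plus 3 SD, cut at about 38% in these data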;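 also: cells cotransfected with COUP-TFII expression vector driving the NGFI-A reporter; 0% = median of COUP-TF2 test wells and 100% = reporter-only cells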
Target sequence (P24468 whole entry, looked up): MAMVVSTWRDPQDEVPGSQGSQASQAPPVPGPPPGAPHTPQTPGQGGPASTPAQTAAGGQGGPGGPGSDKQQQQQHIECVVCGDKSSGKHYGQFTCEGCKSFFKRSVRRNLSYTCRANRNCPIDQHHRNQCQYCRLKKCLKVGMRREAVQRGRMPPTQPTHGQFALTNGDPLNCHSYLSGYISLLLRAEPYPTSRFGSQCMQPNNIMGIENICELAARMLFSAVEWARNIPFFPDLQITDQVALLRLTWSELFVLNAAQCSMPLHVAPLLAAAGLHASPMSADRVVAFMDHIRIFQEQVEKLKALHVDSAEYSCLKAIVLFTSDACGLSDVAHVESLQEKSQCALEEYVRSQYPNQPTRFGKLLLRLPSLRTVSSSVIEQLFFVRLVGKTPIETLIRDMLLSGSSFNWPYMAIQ
TLR9-MyD88 block = inhibitors of TLR9-MyD88 association in cells, primary screen, cell-based, CHO, BLA complementation, fluorescence | Toll-like receptor 9 (Homo sapiens) + Myeloid differentiation primary response protein … | CCF4 FRET ratio | inhibition, % at 4.98 µM | 340,000 tested, 0.21% active;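 active = inhibition above the mean over all tested compounds plus 3 SD, cut at about 21% in these data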;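 also: 0% = DMSO only wells and 100% = clavulanate BLA inhibitor control wells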
EBV LMP1 NFkB = EBV LMP1-driven NF-kappaB luciferase reporter inhibitors, primary screen, cell-based, luminescence, single point; LMP1-induced NF-kappaB luciferase reporter cells; inhibition, % at 12.5 µM; 350,000 tested, 0.69% active; AID 504558, 2011; in the data active = inhibition above about 41%;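 also: 0% = neutral control wells and 100% = reference inhibitor control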
NCOA2 inhibitor = inhibition of GAL4-SRC2 driven luciferase reporter, primary screen, SRC2 inhibitor project, cell-based, luminescence | HEK293 GAL4-SRC2 luciferase reporter | 370,000 tested, 0.17% active | Nuclear receptor coactivator 2 (Homo sapiens), Q15596 | inhibition, % at 9 µM;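 active = inhibition above the mean inhibition of all tested compounds plus 3 SD, set per campaign, cut at about 52% in these data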;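 also: 0% = DMSO treated cells and 100% = cells given Gossypol at 36 µM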
C8 TRAIL sens = viability loss with TRAIL in NB7+C8 cells, primary screen, TRAIL sensitizer project, cell-based, ATPlite luminescence; 360,000 tested, 1% active; inhibition (viability loss, TRAIL sensitization), % at 10 µM;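 active = compounds causing at least 50% loss of cell viability in the single-dose screen, relative to plate controls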
NR5A2 inv ag = LRH-1 (NR5A2) inverse agonists, primary screen, cell-based, luminescence, HEK293T, StAR-luciferase reporter; inhibition, % at 3.6 µM; AID 602396, 2012; 360,000 tested, 0.13% active; LRH-1 transfected, 24 h;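 active = inhibition above the mean inhibition of all tested compounds plus 3 SD, cut at about 73% in these data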;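 also: 0% = DMSO wells and 100% = reporter-only cells lacking LRH-1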
Target sequence (O00482 whole entry, looked up): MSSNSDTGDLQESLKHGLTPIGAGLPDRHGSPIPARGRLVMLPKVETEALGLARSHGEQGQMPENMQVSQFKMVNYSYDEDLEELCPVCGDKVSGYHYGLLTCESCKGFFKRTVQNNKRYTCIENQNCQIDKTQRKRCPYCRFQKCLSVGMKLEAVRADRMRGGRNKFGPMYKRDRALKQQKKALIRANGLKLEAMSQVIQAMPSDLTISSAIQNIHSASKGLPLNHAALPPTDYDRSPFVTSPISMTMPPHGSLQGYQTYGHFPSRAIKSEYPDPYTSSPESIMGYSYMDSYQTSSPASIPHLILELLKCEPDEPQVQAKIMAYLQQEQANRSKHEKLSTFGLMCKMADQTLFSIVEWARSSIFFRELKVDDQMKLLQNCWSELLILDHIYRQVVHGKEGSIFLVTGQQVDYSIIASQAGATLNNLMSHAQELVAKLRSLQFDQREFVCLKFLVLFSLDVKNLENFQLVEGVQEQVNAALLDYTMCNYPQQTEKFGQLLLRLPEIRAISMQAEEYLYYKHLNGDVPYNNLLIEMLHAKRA
SRC3 inh = SRC3 coactivator transcriptional activity inhibitors, primary screen, cell-based, luminescence; Nuclear receptor coactivator 3 (Homo sapiens), Q9Y6Q9; HEK293 GAL4-SRC3 luciferase reporter; inhibition, % at 3.6 µM; 360,000 tested, 0.17% active;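 active = inhibition above a per-campaign cutoff, the mean of all compounds plus 3 SD, cut at about 60% in these data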;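 also: 0% = DMSO-treated cells and 100% = gossypol-treated cells at 36 µM; higher means less SRC3-driven luciferase light from the GAL4 reporter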
Active calls of the source: *; . = not tested or not shown.

SMILES	NOD2 RIPK2 PPI	TROY NFkB inh	TWEAK Fn14 block	NCOA1 inh	NR2F2 inh	TLR9-MyD88 block	EBV LMP1 NFkB	NCOA2 inhibitor	C8 TRAIL sens	NR5A2 inv ag	SRC3 inh
C#CCOCCOCCOCCNc1nc(N2CCN(C(=O)[C@H](C)n3cc(CCC(=O)O)nn3)CC2)nc(N2CCN(C(=O)[C@H](C)n3cc(CCC(=O)O)nn3)CC2)n1	-4.7	1.1	0.6	-8.4	-1.0	6.0	11.0	-20.6	-4.4	5.7	-0.9
CC(C)(C)OC(=O)NNC(=O)C12CC3CC(CC(C3)C1)C2	9.0	10.9	6.7	-11.3	5.4	-3.5	-4.5	-1.3	10.9	-14.2	4.5
Cc1ccc2nc(-c3ccccn3)cc(C(=O)N3CCN(c4ncccn4)CC3)c2c1	-21.7	21.0	29.6	-2.3	0.8	0.9	1.8	-8.0	15.8	-4.2	-6.3
Cc1sc(-c2c(C#N)c(N)nc3c2CCCCCC3)cc1[N+](=O)[O-]	-1.5	0.1	-27.0	6.4	22.9	3.8	8.3	18.8	8.7	17.7	-0.5
O=C(NCc1ccccc1)c1ccc(CN(c2ccccn2)S(=O)(=O)c2ccccc2)cc1	0.0	0.5	-4.0	-2.0	-6.6	-3.7	1.8	14.3	5.0	2.1	7.0
COc1ccc(CCNC(=O)Cc2ccc3c(c2)OCO3)cc1OC	2.4	3.1	-6.5	3.9	-2.7	2.6	9.1	-2.6	1.4	1.9	18.4
C=CCSC1=C(C#N)C(c2cccc(OC)c2)CC(=O)N1 (stereo unspecified)	-12.8	-5.5	16.6	-5.3	-13.5	-6.4	3.2	2.7	-12.2	-23.1	-9.5
Cc1ccnc2nc(C(=O)OCC(=O)N(CC(C)C)C3CCS(=O)(=O)C3)nn12 (stereo unspecified)	-3.0	-9.6	-14.2	-6.0	-12.9	-13.0	0.0	3.2	-15.8	3.4	11.5
CSc1nc(N)nc(SCC(=O)c2ccc(C)cc2)c1C#N	5.1	5.7	-16.0	-38.4	-11.2	9.1	-10.9	-50.1	14.0	-16.6	-24.9
Cc1cc(CNC(=O)C2(C(F)(F)F)C/C(=C\Cc3ccccc3)CCCO2)nn1C (stereo unspecified)	1.7	-10.7	3.9	-10.9	-5.3	9.4	6.5	-0.5	-12.1	12.4	-11.8
O=C(NN=Cc1ccccc1Cl)c1cccc2ccccc12	-8.4	-31.6	2.8	-21.6	-15.5	0.3	10.2	11.0	-3.5	2.2	-12.5
O=C(OCc1ccc([N+](=O)[O-])cc1)c1ccc(N2CCCC2)c([N+](=O)[O-])c1	-4.7	-5.7	-48.3	-1.2	5.1	5.2	-8.1	-20.5	6.1	4.4	20.6
COC1CCN(Cc2c(C(=O)N3CCc4ccccc4C3)nc3ccc(Cl)cn23)CC1	-3.5	13.4	-1.8	4.3	8.0	-2.8	-5.1	4.8	-7.4	1.2	-9.8
COc1cccc(NC(=O)CSc2ccc3nnc(CCNC(=O)c4ccccc4)n3n2)c1	0.1	-2.4	2.7	-18.4	2.5	-9.3	-9.5	12.6	-2.4	-20.5	2.3
C[C@H](CO)N1C[C@H](C)[C@H](CN(C)S(=O)(=O)c2cn(C)cn2)OCc2cnnn2CCCC1=O	-10.8	0.1	11.8	-2.5	3.7	9.8	-5.6	3.6	-21.4	-1.9	-0.9
COc1ccc(OC)c(NC(=S)NCc2ccccc2OC)c1	-15.1	9.3	20.3	-7.5	-2.1	6.7	-1.3	-12.5	2.3	15.0	7.1
Cc1oc2nc(SCCCC(=O)NCCO)nc(N)c2c1C	3.4	10.7	-7.0	-1.6	-11.2	-12.4	-7.7	-3.2	-5.1	1.5	7.3
CCN(CC)S(=O)(=O)c1cc(C)ccc1SC	-7.3	1.2	-2.3	6.0	-4.1	-1.6	2.8	-13.4	17.3	-0.4	-13.9
Cc1csc2nc(CSc3nc4ccccc4o3)cn12	-0.5	-52.7	-11.9	-86.9	-25.4	1.9	-12.5	-32.1	0.8	-103.3	-39.8
c1coc(Cn2c(SCc3nc4ccccc4[nH]3)nnc2-c2cnccn2)c1	-4.6	-6.5	-4.4	-11.0	0.4	-5.3	3.8	-5.5	-0.3	11.9	-13.4
CCOc1ccc(C(=O)NCC(=O)OCC(=O)N2CCCCC2)cc1	-11.8	-20.3	-11.8	-20.5	-12.2	1.6	-3.4	-28.0	6.1	-2.5	-5.8
Cc1ccc(Cn2cc(CN3CC(N4CCCC4)CS3(=O)=O)nn2)cc1 (stereo unspecified)	3.6	-6.2	15.4	.	-9.1	.	.	-43.1	-8.8	1.2	.
CCCN(CCC)S(=O)(=O)c1ccc(C)cc1	-2.5	-10.5	-0.1	-9.9	13.6	-5.1	3.7	16.1	-8.5	-7.1	3.4
CCC1(c2ccccc2)NC(=O)N(CC#N)C1=O (stereo unspecified)	-0.4	10.7	16.5	-19.4	3.0	-4.5	-8.1	-9.2	2.8	17.6	16.1
Cn1c(N)c(C(=O)COC(=O)/C=C/c2cccc(Cl)c2)c(=O)n(C)c1=O	-11.8	-15.7	9.0	-12.8	-5.8	2.1	-4.9	5.3	15.2	1.5	13.8

Of the compounds above, these have a furan ring, fused or not:
SMILES	NOD2 RIPK2 PPI	TROY NFkB inh	TWEAK Fn14 block	NCOA1 inh	NR2F2 inh	TLR9-MyD88 block	EBV LMP1 NFkB	NCOA2 inhibitor	C8 TRAIL sens	NR5A2 inv ag	SRC3 inh
Cc1oc2nc(SCCCC(=O)NCCO)nc(N)c2c1C	3.4	10.7	-7.0	-1.6	-11.2	-12.4	-7.7	-3.2	-5.1	1.5	7.3
c1coc(Cn2c(SCc3nc4ccccc4[nH]3)nnc2-c2cnccn2)c1	-4.6	-6.5	-4.4	-11.0	0.4	-5.3	3.8	-5.5	-0.3	11.9	-13.4

Going on with the list.
SMILES	NOD2 RIPK2 PPI	TROY NFkB inh	TWEAK Fn14 block	NCOA1 inh	NR2F2 inh	TLR9-MyD88 block	EBV LMP1 NFkB	NCOA2 inhibitor	C8 TRAIL sens	NR5A2 inv ag	SRC3 inh
COc1ccc(CN2CCN(Cc3c[nH]c4ccccc34)CC2)c(OC)c1	-0.7	5.1	17.4	-9.3	-1.5	1.4	4.5	15.1	-9.1	27.2	-2.5
CN(C)c1ccc(C2Nc3ccccc3C(=O)N2CCCN2CCOCC2)cc1 (stereo unspecified)	2.6	25.8	55.9*	15.7	46.9*	1.2	1.1	38.6	-2.8	9.0	12.2
CCc1cc2c(=O)[nH]c(N3CCOCC3)nc2s1	-8.1	-12.3	-17.9	-39.6	-21.3	-1.5	-7.3	-5.3	-12.8	-24.2	-29.1
COc1ccccc1CN(C)CC(=O)Nc1ccc(Cl)cc1C(F)(F)F	-20.2	-15.0	-26.0	4.9	-4.9	-3.8	-0.3	3.2	-0.8	35.0	16.2
O=C(O)c1cc2c(=O)c3ccccc3oc2nc1C(F)(F)F	-2.3	4.2	8.2	-6.9	7.8	-6.5	5.4	-11.2	-3.8	4.7	-11.9
OCCC1CN(Cc2cccn2-c2cccnc2)CCN1C1CCCC1 (stereo unspecified)	-1.5	9.2	-12.9	-5.3	-9.7	0.3	-7.3	-31.4	-1.1	-8.3	5.2
COC(=O)c1sc(N)c(C(=O)OC)c1CSc1nc2sc3c(c2c(=O)n1C)CCC3	-8.9	-27.4	-19.1	-3.7	2.5	6.2	-12.2	20.5	24.7	8.6	9.2
COCCCn1c2nc3ccccc3nc2c2c(=O)n(-c3ccccc3OC)cnc21	-3.3	-15.7	4.4	-2.3	6.1	11.0	-0.7	-13.5	8.8	8.4	5.4
O=C(Oc1ccc2c(c1)OCO2)c1ccc(Br)c(S(=O)(=O)N2CCOCC2)c1	2.7	24.2	16.6	9.3	-5.9	-6.9	6.2	10.1	-6.5	1.6	20.3
CC(C)NS(=O)(=O)c1ccc(CCC(=O)Nc2cc(Cl)ccc2Oc2ccccc2)cc1	2.4	32.2	35.0	-6.3	.	-3.2	-14.6	.	12.2	13.3	17.4
Cc1cc(NC(=O)C(C)SCC(=O)OCC(=O)N(C)c2ccccc2)no1 (stereo unspecified)	-2.9	-0.7	-8.8	10.5	-2.6	-0.8	-1.2	-8.2	-1.6	-4.8	3.4
CC(C)(C)C(=O)Nc1ccc(N2CCN(S(C)(=O)=O)CC2)cc1	-3.4	-5.7	-16.2	6.3	3.0	-2.2	-1.3	10.8	-1.8	-6.5	-5.5
CCN1CCN(c2ccc(S(=O)(=O)N3CCOCC3)cc2NC(=O)c2ccc(Cl)cc2Cl)CC1	-5.2	5.7	-9.8	2.7	-8.6	-1.5	6.3	20.8	-1.3	14.0	13.4
Cc1cccc(C(=O)OCC(=O)Nc2c(C)nn(-c3ccccc3)c2C)c1O	1.5	-6.6	-3.3	-1.9	10.8	-2.6	3.0	-23.4	-3.7	-11.8	4.4
CCOC(=O)c1cc(S(=O)(=O)N2CCOCC2)cn1C	-8.5	-5.9	3.1	6.8	2.5	-3.3	-11.1	-7.9	-9.3	5.5	-7.5
c1ccc2c(c1)CCN(c1nc3ccccc3n3cnnc13)C2	-13.3	-37.1	31.1	-12.1	-40.9	0.6	4.5	-25.3	27.9	4.5	-4.5
COc1ccc(OCCNC2CCCC2)cc1	1.6	4.8	-4.8	-22.5	3.1	-3.5	-7.8	-12.6	-1.1	-9.2	16.1
Cc1cc2nn(-c3ccc(F)cc3)nc2cc1N	4.0	-12.9	-7.5	-97.6	-48.2	-8.3	-14.9	-39.4	26.9	-151.2	-138.0
O=C(CCCCCNC(=O)N1CCn2c1nc1ccccc12)NCc1ccc(Cl)cc1	4.5	1.5	-3.9	4.4	18.3	-16.0	-0.9	-83.4	0.7	3.4	-10.3
O=C(c1cc(-c2ccc(Cl)cc2)on1)N1CCCC1	-2.7	-38.2	46.7	-114.8	-28.6	-4.4	8.0	-18.8	42.2	-208.7	-102.5
CN1C=CC=C/C1=C1\SC(=S)N(C2CCCCC2)C1=O	-2.2	-33.8	7.0	-6.8	-3.1	2.1	-7.9	-34.6	-18.9	2.7	3.5
Cc1cc(SCc2cccc(C(F)(F)F)c2)nc(=O)[nH]1	-6.2	-0.7	3.1	-18.6	.	1.0	8.4	.	14.1	-20.9	4.5
C[C@]12CCC3c4ccc(O)cc4CCC3C1CC/C2=N\N (stereo partly specified)	-4.1	-65.7	-7.2	-66.5	-1.0	-7.9	10.3	-16.7	-9.3	10.2	5.1
COc1cccc(CNC(=O)CSCC(=O)Nc2cc(C)on2)c1	-1.1	-1.6	7.9	-1.2	2.5	0.1	-23.0	-13.7	5.6	-12.1	-36.9
COc1cccc(OC)c1C(=O)Nc1ccc(C(=O)NCc2ccccc2)cc1	3.2	-11.9	-6.2	1.9	1.1	-5.5	-5.8	7.0	-8.9	-1.9	4.5
Cc1ccc(-n2ncc3c(=O)n(CC(N)=O)cnc32)cc1C	-0.1	-24.8	5.5	-21.4	-4.3	-4.5	-16.1	-37.2	10.9	-8.8	-29.8

This is a subset, so the mix of outcomes need not match the whole.
